ZTA counter – ZTA (EBV) inhibition in EBNA-1 counter-screen; P03206; ZTA-DNA binding, fluorescence polarization; inhibition, % at 11 µM; 0.15% of 320,000 active; in the data active = inhibition above about 33%
procasp3 activ – activators of human procaspase-3 | 0.11% of 330,000 active | activation, % at 8.5 µM | recombinant procaspase-3 D3A, Ac-DEVD-pNA absorbance 405 nm | P42574 | AID 463141;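 active = activation above the mean of all tested compounds plus 3 SD, cut at about 21% in these data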;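 note: 0% = DMSO alone and 100% = DMSO wells spiked with extra 5 µM PC-3 D3A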
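assay system = Procaspase-3 D3A mutant | signal = absorbance at 405 nm, 0 and 120 min | times = 1 h preincubation plus 2 h reaction at 25 °C | repeats = single replicate | read-out = % activation between DMSO and enzyme-spiked controls | medium = Zinc-free HEPES saline buffer with Triton X-100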
AHR act – human AHR activation | P35869 | AHR-responsive luciferase reporter cells, luminescence | activation, % at 5 µM | 2.5% of 320,000 active | AID 2796; in the data active = activation above about 47%;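 note: 0% = vehicle wells and 100% = reference agonist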
proCasp7 act – counter-screen for procaspase-3 activators: activators of human procaspase-7 | recombinant procaspase-7, Ac-DEVD-pNA absorbance 405 nm; D23A/D198A/D206A triple mutant, cannot self-cleave; scale: DMSO 0, 5 µM enzyme 100 | P55210 | 0.093% of 330,000 active | activation, % at 8.5 µM;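 active = percent activation above the screen-wide mean plus 3 SD, cut at about 25% in these data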
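Assay system: Uncleavable procaspase-7 mutant enzyme / Input: 2 µM procaspase-7 mutant as dispensed / Dosing: single nominal 8.5 µM compound dose, 0.8% DMSO final / Timing: 1 h enzyme–compound preincubation and 2 h substrate reaction, both 25 °C / Detection: p-Nitroaniline absorbance at 405 nm, read at 0 and 120 min / Replication: singlicate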
LAP4-GFP MLPCN – modulators of TOR pathway LAP4-GFP in S. cerevisiae; AID 2023; 0.34% of 320,000 active; GFP response vs DMSO, % at 10 µM; S. cerevisiae LAP4-GFP multiplex, flow cytometry GFP, 3 h; median GFP as percent of DMSO wells;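 active = GFP response vs DMSO above a set limit, about the screen mean plus 3 SD, cut at about 150% in these data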
EBNA-1 inhibitor – blocks EBNA-1 binding to DNA. inhibition, % at 14.8 µM. 0.34% of 300,000 active. AID 1950. EBNA-1 DNA binding, fluorescence polarization; in the data active = inhibition above about 28%
RPL19A TOR yeast – alters RPL19A-GFP fluorescence in TOR pathway yeast screen. S. cerevisiae RPL19A-GFP strain, flow cytometry, 3 h; hits give low values. percent response vs DMSO, % at 10 µM. 0.3% of 330,000 active. AID 2025;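 active = percent response vs DMSO below 50%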;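 note: median channel GFP fluorescence of the barcoded RPL19A-GFP strain; ratio of sample median GFP to plate DMSO average so 100% = DMSO; lower means less RPL19A-GFP as with rapamycin TOR inhibition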
MEP2 TOR yeast – yeast TOR pathway MEP2-GFP modulation | S. cerevisiae MEP2-GFP strain, flow cytometry GFP, 3 h; 100% = DMSO control level | GFP response vs DMSO, % at 10 µM | 0.51% of 330,000 active | AID 2016;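 active = GFP response versus DMSO above a set limit, roughly screen mean plus 3 SD, cut at about 180% in these data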;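 note: median GFP fluorescence of the barcode-gated MEP2-GFP cells per well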
* = called active by the depositor; . = no result given; & = joins results of further samples; [ ] = dose if it differs, or a comment.

Order of values: ZTA counter	procasp3 activ	AHR act	proCasp7 act	LAP4-GFP MLPCN	EBNA-1 inhibitor	RPL19A TOR yeast	MEP2 TOR yeast
> CN(C)c1ccc(P(=O)(OC2CCCCC2)C(O)c2ccccn2)cc1 (stereo unspecified)
 : 1	0	1	7	102	-3	105	102
> C=CCN1C(=O)CC(C(=O)NC)SC1=Nc1ccc(C(=O)OCC)cc1 (stereo unspecified)
 : -4	-5	0	3	98	1	103	109
> Cc1ccc(-n2c([C@@H]3C[C@H]3c3ccccc3)n[nH]c2=S)cc1
 : 5	-11	4	-12	108	-3	107	106
> Cc1cc(-c2ccc(C)c(S(=O)(=O)NCc3ccc(OC(C)C)cc3)c2)on1
 : -4	2	1	8	107	-5	97	94
> Cc1cc(=O)n2[nH]c(=O)c(N=Nc3ccccc3)c2[nH]1
 : 6	-6	0	-1	104	7	98	98
> COc1ccc(CC2(CO)CCN(Cc3cnn(C)c3C)CC2)cc1
 : 10	4	-1	-2	167*[may fluoresce violet]	6	14*[may fluoresce violet]	87[may fluoresce violet]
> O=C(COC(=O)CSc1nnc(-c2ccc(Cl)cc2)o1)Nc1cc(Cl)cc(Cl)c1
 : -6	-1	4	-3	97	-9	108	104
> COc1cccc(NC(=O)c2ccc3c(c2)N(CC(=O)N2CCOCC2)C(=O)C(C)(C)O3)c1
 : 7	7	6	5	96	10	100	91
> CN(Cc1cccc(C(F)(F)F)c1)Cc1nc(-c2cnccn2)no1
 : 9	2	0	3	96	9	95	95
> CCOc1ccccc1N(CC(=O)N1CCCCCC1)S(C)(=O)=O
 : -1	3	3	-3	104	-3	101	103
> O=C(CSC(=S)N1CCCC1)NCCc1ccccc1
 : 3	0	-3	9	98	-3	88	93
> COc1ccc2nc(-n3c(C)ccc3C)sc2c1
 : -10	2	9	-2	90	3	97	105
> O=C(Cc1cccs1)Nc1ccc(-c2nnc(-c3ccccc3)o2)cc1
 : 6	5	-2	6	86	0	85	90
> CC(C)c1nc2n[nH]c(N)c2c2c1CSC(C)(C)C2
 : 1	3	1	6	101	3	107	104
> Cc1ccc2c(c1)C(=NC1CCCCC1)c1cc3ccccc3nc1-2
 : 13	9	18	2	90	4	91	93
> CCOC(=O)c1ccc2nc(NC(=O)c3ccco3)sc2c1
 : 8	24*	11	30*	132	1	98	110
> O=C(Nc1ccc(Cl)cc1)c1ccc2snnc2c1
 : -4	0	129*	2	111	-12	100	92
> O=C(NNc1nc2c(F)cc(F)cc2s1)c1ccccc1
 : 14	-1	15	-1	96	1	101	102
> COc1ccc(CCN2CC(C(=O)N(C)Cc3ccccc3OC)CCC2=O)cc1 (stereo unspecified)
 : -10	3	3	-1	97	-2	97	93
> C=CCCCCCCCCC(=O)N1CCN(c2cc3c(cc2F)c(=O)c(C(=O)O)cn3CC)CC1
 : -9	-2	0	6	88	3	104	94
> O=C(NNC(=O)C1CCN(S(=O)(=O)c2ccccc2)CC1)c1ccccc1O
 : 0	4	11	6	101	-11	104	106
> COCCNC(=O)c1cn(C)c2ccc(S(=O)(=O)N(C)C3CCCCC3)cc2c1=O
 : -4	15	1	11	106	2	100	99
> CN1C[C@H](C(=O)N[C@]2(C)O[C@@]3(O)[C@@H]4CCCN4C(=O)[C@H](Cc4ccccc4)N3C2=O)CC2c3cccc4[nH]cc(c34)C[C@H]21 (stereo partly specified)
 : 1&2	7&6	0&-1	3&3	120&110	11&2	105&101	100&101
> O=c1c2sccc2[nH]c(=S)n1Cc1ccccc1
 : -6	1	3	2	96	-5	98	106
> CCOc1ccc(CCNC(=O)C(C)N2C(=O)CC(C)(C)Sc3ccccc32)cc1 (stereo unspecified)
 : -15	4	0	5	104	2	112	115
> CN(C(=O)c1ccc2c(c1)CCO2)C(C)(C)C
 : -10	-14	-1	1	.	-9	102	105
> COc1ccc(/C=C/CN2CCC(n3nccc3NC(=O)C3CCCC3)CC2)cc1
 : -3	9	-2	12	97	-5	103	106
> CCOc1cc(C)c(S(=O)(=O)NCCCn2ccnc2)cc1C
 : -6	3	23	-1	94	-4	110	110
> CC1(C)Cc2ccccc2C(/C(=N\Nc2cccc(Cl)c2)C(N)=O)=N1
 : 5	0	17	0	96	-4	95	99
> CC1CCCN(S(=O)(=O)c2ccc(S(=O)(=O)NC(C)c3cccs3)cc2)C1 (stereo unspecified)
 : 1	1	2	-3	81	-12	112	89

Two entries picked at random from the list so far:
Order of values: ZTA counter	procasp3 activ	AHR act	proCasp7 act	LAP4-GFP MLPCN	EBNA-1 inhibitor	RPL19A TOR yeast	MEP2 TOR yeast
> CC1(C)Cc2ccccc2C(/C(=N\Nc2cccc(Cl)c2)C(N)=O)=N1
 : 5	0	17	0	96	-4	95	99
> COCCNC(=O)c1cn(C)c2ccc(S(=O)(=O)N(C)C3CCCCC3)cc2c1=O
 : -4	15	1	11	106	2	100	99

Given with each value named: part of the list above.
SMILES: CCOc1ccc(CCNC(=O)C(C)N2C(=O)CC(C)(C)Sc3ccccc32)cc1 (stereo unspecified)
  ZTA counter = -15
  procasp3 activ = 4
  AHR act = 0
  proCasp7 act = 5
  LAP4-GFP MLPCN = 104
  EBNA-1 inhibitor = 2
  RPL19A TOR yeast = 112
  MEP2 TOR yeast = 115

SMILES: CN(C(=O)c1ccc2c(c1)CCO2)C(C)(C)C
  ZTA counter = -10
  procasp3 activ = -14
  AHR act = -1
  proCasp7 act = 1
  LAP4-GFP MLPCN = .
  EBNA-1 inhibitor = -9
  RPL19A TOR yeast = 102
  MEP2 TOR yeast = 105

SMILES: COc1ccc(/C=C/CN2CCC(n3nccc3NC(=O)C3CCCC3)CC2)cc1
  ZTA counter = -3
  procasp3 activ = 9
  AHR act = -2
  proCasp7 act = 12
  LAP4-GFP MLPCN = 97
  EBNA-1 inhibitor = -5
  RPL19A TOR yeast = 103
  MEP2 TOR yeast = 106

More entries:
Order of values: ZTA counter	procasp3 activ	AHR act	proCasp7 act	LAP4-GFP MLPCN	EBNA-1 inhibitor	RPL19A TOR yeast	MEP2 TOR yeast
> CCn1c(=O)cc(SCC(=O)N2CCN(C3CCCCC3)CC2)c2ccccc21
 : -2	2	37	9	106	3	99	104
> Cc1nc(SCC(=O)NCCc2ccccc2)nc(C)c1C
 : 7	4	2	-1	98	-1	99	96
> Brc1ccc(-c2ccc(/C=N/Nc3nc4ccccc4[nH]3)o2)cc1
 : 4	-29	98*	-24	93[may fluoresce violet]	-5	39*[may fluoresce violet]	115[may fluoresce violet]
> O=C(CSc1nnc(Nc2ccccc2)s1)NCCN1C(=O)CSC1=O
 : -3	-3	1	-1	94	1	98	98
> COc1ccccc1N(CC1CO1)S(=O)(=O)c1ccccc1 (stereo unspecified)
 : -2	-4	-2	-10	91	-3	106	108
> COc1ccc(OC)c(C2=NOC(C(=O)Nc3cccnc3)C2)c1 (stereo unspecified)
 : -1	5	-2	-2	107	2	105	105
> CC12CCC(C(=O)N(CSC(=S)N/N=C\c3ccccc3)C1=O)C2(C)C (stereo unspecified)
 : 4	-14	4	-24	99	-19	94	90
> O=C(CN1CCN(c2nc(-c3ccccc3)cs2)CC1)NNC(=O)c1ccco1
 : 8	5	3	16	104	2	106	97
> COc1ccc(-c2cc3ccccc3n2CC(O)CNC(CO)(CO)CO)cc1 (stereo unspecified)
 : 19	3	9	-3	110	-3	100	106
> COc1ccc(NC(=O)CSc2nccn2Cc2ccc(F)cc2)cc1
 : -10	-8	1	5	92	0	90	85

(listing goes on)
SMILES	ZTA counter	procasp3 activ	AHR act	proCasp7 act	LAP4-GFP MLPCN	EBNA-1 inhibitor	RPL19A TOR yeast	MEP2 TOR yeast
Cc1ccc(C(=O)NCC(=O)OCC(=O)NCC(F)(F)F)cc1	-2	7	0	5	120	-2	94	108
COc1ccc(OC)c(S(=O)(=O)NCCCN2CCCC2=O)c1	-9	-9	2	-2	86	-9	113	103
CSc1nccc(-c2nn(-c3ccc(C)cc3)ccc2=O)n1	12	2	23	11	92	6	96	92
CN1CCN(C(c2ccccn2)c2cc(Cl)c3cccnc3c2O)CC1 (stereo unspecified)	-17	1	8	5	133	1	97	100
COc1ccc(C(=O)O)cc1S(=O)(=O)N(C)CCc1cccnc1	1	-3	-2	-3	97	-9	93	102
O=C(NCC1CC1)C1CCCN(S(=O)(=O)c2ccc(-n3cnnn3)cc2)C1 (stereo unspecified)	8	1	2	2	97	6	101	98
O=C(c1cc2ccccc2cc1O)N1CCCC1	6	-5	2	6	94	4	107	108
CCCc1cc(=O)n2[nH]c(-c3ccccc3)cc2n1	-10	10	72*	1	91	4	91	90
COc1cc(OC)cc(C(=O)OC(C)C(=O)NC2CCCc3ccccc32)c1 (stereo unspecified)	8	6	0	-4	109	.	99	104
O=C1CN(C(=O)COC(=O)c2ccccc2NCc2ccco2)c2ccccc2N1	14	7	3	1	88	3	97	96
CCCCNC(=O)Nc1cc(C(=O)OC)ccc1C	13	5	0	13	95	5	101	102
O=C(NC1CCCCC1)N(Cc1ccc(F)cc1)Cc1nc2ccccc2c(=O)[nH]1	-1	2	-2	7	.	7	94	86
CC(=O)Nc1cccc(C(=O)OCC(=O)N2CCC(c3ccccc3)=N2)c1	10	-11	-3	0	98	-3	95	94
Cc1cccc(OCC(=O)N2CCN(C(=O)c3ccc([N+](=O)[O-])cc3)CC2)c1	-1	-6	-1	7	100	9	92	96
c1ccc(C2C3=C(Nc4ncnn42)c2ccccc2CCC3)cc1 (stereo unspecified)	-13	8	1	-7	89	-4	89	98
O=C(Nc1nncs1)Oc1ccccc1	-4	5	-1	-3	113	4	94	102
O=C(COC(=O)c1ccccn1)NCCCc1ccccc1	-5	-2	-1	3	99	2	97	102
Cc1ccc2c(c1)C1CN(C)CCC1N2C(=O)c1ccc(Cl)c(S(=O)(=O)N2CCOCC2)c1 (stereo unspecified)	-14	12	1	2	150*	-1	90	170
O=C(Cc1ccc(-n2c(=O)c3ccccc3n(CC(=O)Nc3ccc(F)cc3F)c2=O)cc1)NCc1ccco1	-1	10	-1	1	111	-5	100	99
CN1CC2(C)OC(=O)C(Cl)=C2CC1c1ccccc1 (stereo unspecified)	-3	-5	-2	3	97	-14	99	98
O=S(=O)(Nc1cccc(Cl)c1)c1ccc2oc(=S)[nH]c2c1	-2	-5	0	-14	100	0	98	100
COc1cc(C(C)=O)ccc1COc1ccc(C(=O)OCC(N)=O)cc1OC	2	-5	4	-2	98	-13	100	102
CC(C)[C@H](NC(=O)[C@@H]1Cc2ccccc2CN1C(=O)OC(C)(C)C)C(=O)NCc1ccco1	-21	-5	0	8	107	-1	104	114
O=C(c1ccccc1)N(Cc1nc2ccccc2c(=O)[nH]1)C1CCCC1	-12	-8	-1	0	93	-24	94	96
Cc1oc2c(C)c3oc(=O)c(CCC(=O)NCCCN4CCOCC4)c(C)c3cc2c1C	-4	9	-1	3	107	12	98	108
CCC/C(C#Cc1ccsc1)=C1/c2ccccc2C(=O)N1c1ccccc1	.	-7	18	-21	89	.	91	97
Cn1c(Cc2ccccc2)nnc1SCC(=O)NCCc1ccccc1	-2	4	0	16	114	-3	98	95
Cc1ccc(N(CC(=O)N2CCCCC2)S(=O)(=O)c2ccc(C)cc2)cc1	-1	8	-2	4	113	-4	96	95
O=S(=O)(NN1CCOCC1)c1cc(Cl)cc(Cl)c1O	13	0	1	1	85	12	113	116
CCN(CC)C(=O)c1c(-c2ccccc2)oc2ccc(OC)cc12	-4	2	21	6	90	5	101	109
CN(C)c1nc(N)nc(CSc2ccccn2)n1	10	1	15	-2	106	5	102	99
CC1CCCCN1CCNS(=O)(=O)c1ccc2c(c1)oc(=O)n2C (stereo unspecified)	-10	3	-2	10	97	5	97	101
